Screening data from PubChem.
TAAR1 antagonist – human TAAR1 antagonists, primary screen, Fluo-8 calcium fluorescence, CHO RD-HGA16 cells; Trace amine-associated receptor 1 (Homo sapiens), Q96RJ0; antagonist; inhibition, % at 3 µM; hit rate 1.5% among 360,000; AID 624466, 2012;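 active means inhibition above a per-plate cutoff, the mean inhibition of test compounds on that plate plus 3 SD, cut at about 49% in these data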;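 further: 0% = DMSO plus EC80 beta-PEA response and 100% = DMSO alone without agonist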
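Test system – hTAAR1-expressing CHO RD-HGA16 cells, Gα16-coupled · Also added – β-PEA at EC80 concentration, post-compound challenge · Compound – 3 µM, single point · Incubation – dye loading 75 min at 37 °C, then 30 min room temperature · Measured by – Fluo-8 intracellular calcium dye fluorescence, real-time kinetic reads · Benchmarks – vehicle and agonist controls · Replicates – singlicate, one well per test compound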
V1R ag counter – agonists of human V1a receptor, primary screen, counter-screen for OXTR agonist project, fluorescence, CHO-V1R cells; Fluo-8 calcium fluorescence, agonist mode; 0% DMSO, 100% 3 nM vasopressin; activation, % at 3 µM; hit rate 0.25% among 320,000;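 active means activation above the mean activation of all tested compounds plus 3 SD, per screening run, cut at about 20% in these data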;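 further: signal is peak over basal fluorescence ratio across a 100 second FLIPR read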
Target sequence (P37288 whole entry, looked up): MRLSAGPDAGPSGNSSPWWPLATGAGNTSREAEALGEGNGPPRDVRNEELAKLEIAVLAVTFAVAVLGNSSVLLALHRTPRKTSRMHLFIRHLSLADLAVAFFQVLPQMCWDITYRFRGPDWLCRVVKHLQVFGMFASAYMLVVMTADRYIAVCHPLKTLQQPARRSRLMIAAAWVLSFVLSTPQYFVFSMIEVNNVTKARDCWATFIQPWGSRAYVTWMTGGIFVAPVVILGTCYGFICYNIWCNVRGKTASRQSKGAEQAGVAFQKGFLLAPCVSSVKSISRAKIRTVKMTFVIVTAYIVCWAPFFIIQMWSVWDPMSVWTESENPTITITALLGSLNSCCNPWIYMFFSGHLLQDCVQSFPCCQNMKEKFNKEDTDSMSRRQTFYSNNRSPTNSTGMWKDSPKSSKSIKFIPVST
M1 PAM parental – nonselective calcium activators in parental CHO-K1 cells, primary screen, counter-screen for M1 PAM project, cell-based, Fluo-8 calcium fluorescence, full deck, 1536-well. ATP EC20; 0% at ATP EC20, 100% at ATP max. activation, % at 3 µM. hit rate 0.02% among 360,000;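 active means activation above the run cutoff, the mean activation of all test compounds plus 3 SD, cut at about 40% in these data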;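 further: peak over basal fluorescence ratio in a 140 s read after ATP addition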
CHO-K1 Ca antag – counter-screen for M1 antagonists: effect in parental CHO-K1 cells; inhibition, % at 3 µM; ATP-induced calcium, Fluo-8 fluorescence; hit rate 0.6% among 360,000; AID 602250;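 active means inhibition above a per-plate cutoff, the plate's mean sample inhibition plus 3 SD, cut at about 24% in these data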;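 further: 0% = DMSO plus EC80 ATP and 100% = DMSO alone without ATP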
TAAR1 agonist – human TAAR1 agonists, primary screen, Fluo-8 calcium fluorescence, CHO RD-HGA16 cells | Trace amine-associated receptor 1 (Homo sapiens), Q96RJ0 | vehicle wells 0%, saturating PEA agonist 100% | activation, % at 3 µM | hit rate 0.99% among 360,000 | AID 624467, 2012;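 active means activation above the mean activation of all test compounds in the run plus 3 SD, cut at about 38% in these data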
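Test system: RD-HGA16 (CHO) cells co-expressing Gα16 and hTAAR1 / Benchmarks: DMSO vehicle as 0%, PEA at EC100 as 100% / Repeats: no replicates (n 1) / Measure: % activation from peak over basal fluorescence ratio, DMSO-to-PEA scaled / Timing: 17-24 h plating, Fluo-8 75 min 37 °C, 30 min RT / Technique: kinetic Fluo-8 calcium fluorescence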
CHO parental Ca – ATP-evoked calcium signal inhibitors, parental CHO, primary screen, counter-screen for OX1R antagonist project, cell-based, fluorescence, Fluo-8 calcium dye. parental CHO-K1, ATP-induced calcium, Fluo-8 fluorescence. inhibition, % at 5.6 µM. hit rate 0.63% among 330,000;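 active means inhibition above that plate's mean sample inhibition plus 3 SD, cut at about 26% in these data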;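 further: 0% = ATP-challenged DMSO wells and 100% = DMSO wells without ATP; some compounds past the cut are filed as inactive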
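Material – parental CHO cells · Reagent – ATP stimulus · Compound – single nominal dose of 5.6 µM per compound · Detection – Fluo-8 fluorescence · Read-out basis – percent inhibition of calcium signal · Controls – ATP-challenged DMSO wells low, unchallenged DMSO wells high · Repeats – no replicates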
M1 ag parental – counter-screen for M1 agonists: effect in parental CHO-K1 cells; Fluo-8 calcium fluorescence; scaled to maximal ATP response, vehicle zero; activation, % at 3 µM; hit rate 0.48% among 360,000; in the data active means activation above about 15%;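 further: untransfected CHO-K1 host cells lacking M1 receptor as counterscreen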
CHRM1 agonist – human M1 muscarinic receptor agonists, primary screen, Fluo-8 calcium fluorescence, CHO-K1 cells, HTS; activation, % at 3 µM; CHO-K1 hM1, agonist mode; 0% DMSO, 100% acetylcholine EC100; AID 588814, 2011; hit rate 0.33% among 360,000;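 active means activation above the run's mean compound activation plus 3 SD, cut at about 16% in these data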;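 further: peak over basal fluorescence ratio within a 140 s kinetic read after compound addition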
OXTR potentiate – human OXTR potentiators, primary screen, fluorescence, CHO-OTR cells, Fluo-8 calcium; Oxytocin receptor (Homo sapiens), P30559; Fluo-8 calcium fluorescence, potentiator mode; 0% = oxytocin EC15, 100% = EC100; activation, % at 3 µM; hit rate 0.061% among 320,000; AID 2445, 2010;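 active means activation above that plate's cutoff, the mean activation of tested compounds plus 3 SD, cut at about 6.6% in these data, passing the limit was not always enough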;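 further: 100% uses oxytocin at 75 nM as the full agonist control; some results filed as inactive read as strong as hits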
Target sequence (P30559 whole entry, looked up): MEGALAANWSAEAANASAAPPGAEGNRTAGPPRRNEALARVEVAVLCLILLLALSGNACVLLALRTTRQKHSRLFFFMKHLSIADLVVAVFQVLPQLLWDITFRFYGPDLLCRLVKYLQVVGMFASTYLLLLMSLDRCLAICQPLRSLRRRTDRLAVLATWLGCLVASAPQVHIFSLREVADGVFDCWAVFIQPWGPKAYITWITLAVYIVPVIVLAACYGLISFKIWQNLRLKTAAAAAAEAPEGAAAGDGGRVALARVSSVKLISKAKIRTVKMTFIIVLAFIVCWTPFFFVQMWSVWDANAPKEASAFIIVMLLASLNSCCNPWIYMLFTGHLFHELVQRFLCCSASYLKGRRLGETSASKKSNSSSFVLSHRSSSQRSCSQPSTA
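Measured by – Fluo-8 calcium dye fluorescence · Test system – human OTR in CHO cells · Dosing – one concentration, 3.0 µM compound · Controls – EC15 oxytocin alone as 0%, 75 nM oxytocin as 100% · Evaluation – normalized max/min fluorescence ratio, % activation · Timing – 6 min pre-incubation, 100 s read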
* hit, by the source's call; nt = not tested or not shown.

SMILES	TAAR1 antagonist	V1R ag counter	M1 PAM parental	CHO-K1 Ca antag	TAAR1 agonist	CHO parental Ca	M1 ag parental	CHRM1 agonist	OXTR potentiate
O=C(CCCSc1nnc(SCCCC(=O)c2ccc(F)cc2)s1)c1ccc(F)cc1	33	2.5	12	-36	1	16	2.6	-3	-8
CCN(CC)Cc1cc(C(C)=O)ccc1O	-6	1.6	-6	-4	5	-3	0.0	-4	-1
Cn1c(Nc2ccccc2)cc(=O)n(C)c1=O	-8	-1.0	3	-9	-1	-15	0.6	-4	-2
Cc1nn(Cc2ccc(Cl)cc2)c2sc(C(=O)OCC(N)=O)cc12	8	2.7	7	7	1	-3	0.7	-1	-2
O=S1(=O)CCC(NC(=S)N2CCCCCC2)C1 (stereo unspecified)	-3	-0.1	16	-9	1	-3	0.2	-5	-6
CC1CCN(C(=O)C2CCC(CNS(=O)(=O)c3cccc4cccnc34)CC2)CC1 (stereo unspecified)	2	2.0	-6	10	0	0	1.2	0	-6
C/C(=N\Nc1ccc(F)cc1F)c1ccc(Br)s1	-6	-0.2	12	-21	0	0	1.0	-4	-9
COc1cccc(CNc2nc3cc(-c4ccccc4CO)sc3c(=O)n2C)c1	-7	nt	6	2	2	nt	0.7	-3	nt
COc1cccc(CN2CCNC(=O)C2CC(=O)NCCc2ccccn2)c1 (stereo unspecified)	-11	2.0	18	-2	30	-7	0.1	-11	1
CCCc1cc(C(=O)Nc2ccc(F)c(Cl)c2)no1	14	1.0	5	-1	-1	7	2.9	-11	-4
Cn1c(SCC(=O)O)nc2ccccc2c1=O	-17	0.8	15	-7	3	4	0.1	-1	-4
CCn1c(=O)n(CC)c2cc(N3CCCC3)c(NC(=O)c3cccc(OC)c3)cc21	-18	-1.6	-8	4	-4	-20	6.7	-4	-5
Cc1c(C(=O)OC2CCCC2C)[nH]c2c1C(=O)CCC2 (stereo unspecified)	-9	2.2	19	-2	-2	-20	2.9	-5	-1
Cc1ccc(C)c(NC(=O)CSc2nnc(-c3ccccc3C)o2)c1	-14	1.8	5	-2	6	-11	0.2	-5	-8
CCCCN(C)CCCNC(=O)CN1C(=O)COc2ccc(S(=O)(=O)N3CCOCC3)cc21	-15	0.1	22	-14	4	7	1.3	-5	1
Cc1ccccc1-n1c(SCC(=O)NCC2CCCO2)nc2c([nH]c3ccccc32)c1=O (stereo unspecified)	-1	-0.5	13	-9	3	-17	2.9	-4	-10
O=C(Nc1ccc2oc(-c3ccccc3)nc2c1)c1ccccc1F	24	-0.4	17	-6	12	-9	1.6	-1	-1
Cc1ccc2c(c1)cc(CN(Cc1cccnc1)C(=O)NCc1ccccc1)c1nnnn12	6	-0.5	7	7	4	-31	0.5	-2	-7
COc1ccccc1NS(=O)(=O)c1cc(NC(=O)c2ccc(NC(C)=O)cc2)ccc1N1CCOCC1	34	nt	6	-10	1	nt	1.8	-3	nt
Cc1cc(C(=O)NNC(=O)/C=C/c2ccco2)c(C)o1	-19	nt	22	3	1	nt	0.1	0	nt

Reprinted from the part before: 2 entries, then new ones.
SMILES	TAAR1 antagonist	V1R ag counter	M1 PAM parental	CHO-K1 Ca antag	TAAR1 agonist	CHO parental Ca	M1 ag parental	CHRM1 agonist	OXTR potentiate
COc1ccccc1NS(=O)(=O)c1cc(NC(=O)c2ccc(NC(C)=O)cc2)ccc1N1CCOCC1	34	nt	6	-10	1	nt	1.8	-3	nt
Cc1cc(C(=O)NNC(=O)/C=C/c2ccco2)c(C)o1	-19	nt	22	3	1	nt	0.1	0	nt
Cc1ccc(-n2c(Cc3ccccc3)n[nH]c2=S)c(C)c1	-7	-0.1	14	-13	2	-17	0.3	-5	-7
O=C(NNC(=S)Nc1ccccc1Cl)c1ccccc1Cl	2	1.9	5	-3	2	-27	4.0	1	-2
CCOC(=O)c1c(NC(=O)CN2C(=O)CN(C)C2=O)sc(C)c1C	8	0.8	10	-8	7	-7	-0.3	-5	-6
CC(C)(C)OC(=O)CNC(=O)c1[nH]cnc1C(=O)Nc1ccc(Cl)cc1	23	0.6	-12	1	7	-1	0.1	-4	-1
COc1cc(C(=O)OCC(=O)N2CCCCC2C)cc(NC(=O)c2cccs2)c1OC (stereo unspecified)	36	-0.9	5	-7	9	-23	1.1	-5	-2
O=c1ccc2c([nH]1)CCCCCCCCCC2	-3	-0.6	13	3	3	1	0.4	8	-4
C=CCOc1ccc(C2C(C#N)=C(N)N(N(C)C)C3=C2C(=O)CCC3)cc1 (stereo unspecified)	-10	0.5	24	-6	7	-16	2.3	-2	-9
CCN(CC)S(=O)(=O)c1ccc2nc(CSc3nnnn3-c3ccc(O)cc3)[nH]c2c1	-10	2.0	-12	-5	5	-3	1.2	-2	-11
COc1ccc(-n2c(N)c(Br)c(=O)[nH]c2=O)cc1	-23	-0.4	-10	-1	4	-4	0.1	-5	-3
COc1cc2c(cc1OC)CN(C(=O)c1cccc([N+](=O)[O-])c1)CC2	-38	1.7	-16	5	4	-16	-0.9	-1	0
Cc1onc(-c2c(Cl)cccc2Cl)c1C(=O)N1CCN(c2ccc(F)cc2)CC1	-21	-0.3	3	-13	6	-6	2.9	2	-8
Cc1ccc(-c2csc3nc(=O)c(C)nn23)cc1	9	0.1	nt	nt	6	-2	nt	nt	0
Cc1ccc(NC(=O)CN(c2cc(C)cc(C)c2)S(=O)(=O)c2c(C)noc2C)nc1	-3	-1.1	29	-10	0	-17	0.8	-10	-8
COc1ccc(NC(=S)N2CCC(c3nc4ccc(Cl)cc4[nH]3)CC2)c(OC)c1	5	-0.5	7	-13	-2	-17	0.5	-11	-8
Cc1ccnc(SCC(=O)N2CCc3ccccc3C2)n1	-11	-0.4	13	-2	4	1	0.4	-8	-10
CCN(CC)S(=O)(=O)c1cccc(-c2cn3cccnc3n2)c1	-31	-0.7	15	-16	0	-2	2.0	0	3
CN(C(=O)c1cccc(NC(=O)Cc2ccc(NC(=O)C3CCCN(C(=O)C4CC4)C3)cc2)c1)C1CCC1 (stereo unspecified)	-28	nt	18	-4	-1	nt	0.4	-1	nt
Cc1cc(C)c(NC(=O)CSc2nnc(SCC(=O)Nc3c(C)cc(C)cc3C)n2N)c(C)c1	-12	-0.6	10	1	1	-6	0.1	-4	0
CCOC(=O)C1=CCN(S(=O)(=O)c2ccccc2Br)C1c1ccc(Br)cc1 (stereo unspecified)	21	nt	2	12	2	nt	1.6	-5	nt
O=C(NCCO)/C(=C\c1ccco1)NC(=O)c1ccco1	15	nt	-9	-1	-1	nt	-0.3	1	nt

Seven records drawn at random from those above, as already listed:
SMILES	TAAR1 antagonist	V1R ag counter	M1 PAM parental	CHO-K1 Ca antag	TAAR1 agonist	CHO parental Ca	M1 ag parental	CHRM1 agonist	OXTR potentiate
CCOC(=O)c1c(NC(=O)CN2C(=O)CN(C)C2=O)sc(C)c1C	8	0.8	10	-8	7	-7	-0.3	-5	-6
COc1ccc(-n2c(N)c(Br)c(=O)[nH]c2=O)cc1	-23	-0.4	-10	-1	4	-4	0.1	-5	-3
C=CCOc1ccc(C2C(C#N)=C(N)N(N(C)C)C3=C2C(=O)CCC3)cc1 (stereo unspecified)	-10	0.5	24	-6	7	-16	2.3	-2	-9
O=C(NCCO)/C(=C\c1ccco1)NC(=O)c1ccco1	15	nt	-9	-1	-1	nt	-0.3	1	nt
Cc1cc(C)c(NC(=O)CSc2nnc(SCC(=O)Nc3c(C)cc(C)cc3C)n2N)c(C)c1	-12	-0.6	10	1	1	-6	0.1	-4	0
O=C(NNC(=S)Nc1ccccc1Cl)c1ccccc1Cl	2	1.9	5	-3	2	-27	4.0	1	-2
CCN(CC)S(=O)(=O)c1ccc2nc(CSc3nnnn3-c3ccc(O)cc3)[nH]c2c1	-10	2.0	-12	-5	5	-3	1.2	-2	-11

Carrying on.
SMILES	TAAR1 antagonist	V1R ag counter	M1 PAM parental	CHO-K1 Ca antag	TAAR1 agonist	CHO parental Ca	M1 ag parental	CHRM1 agonist	OXTR potentiate
COc1ccccc1NC(=O)C[n+]1ccccc1	-4	0.1	-1	-4	5	-7	1.7	-13	-7
Cc1ccc(CNC(=O)C(=O)NCC2CCCN2S(=O)(=O)c2cccs2)cc1 (stereo unspecified)	-21	5.5	-9	-9	0	-26	0.8	-6	2
O=C(CSc1nc(CCC2CCCC2)nc2ccccc12)NCc1ccc2c(c1)OCO2	17	0.4	3	1	6	-47	0.8	-9	-13
Cc1ccc2nc(-c3ccncc3)cc(C(=O)Nc3ccc(OC(F)F)cc3)c2c1	-4	0.2	13	-4	0	-29	0.5	-3	-14
Cc1c2cnn(CC(=O)O)c(=O)c2c(C)n1Cc1ccccc1	-12	2.3	11	-12	3	0	3.0	-1	-3
CC(OC(=O)c1ccc(-c2ccc([N+](=O)[O-])cc2)o1)C(=O)NC(N)=O (stereo unspecified)	2	0.9	11	-5	0	0	0.0	-2	-3
CC(C)c1ccc(NC2CCCN(C(=O)CN3C(=O)CSC3=O)C2)cc1 (stereo unspecified)	-27	1.9	14	-9	1	-20	0.5	0	0
O=C(CN1CCOc2ccccc21)NC1CC1	-4	2.3	1	-2	2	-8	0.3	-8	9
COc1ccc(C(=O)c2c(-c3ccc(OC)cc3)oc3ccc(-c4ccc(OC)nc4)cc23)cc1	26	1.9	-6	-5	2	-22	0.2	-4	-7
COc1ccccc1N1CC(C)(C)C(=O)N(C(=O)c2ccc(C)cc2)C1=S	29	-2.3	3	-11	5	-12	3.8	-2	-7
CNCCOc1ccccc1-c1ccccc1	12	-0.5	11	-12	10	-11	0.5	-6	-4
O=C(CN1N=C(c2ccccc2)CCC1=O)NCCCN1CCc2ccccc2C1	-6	0.1	2	12	1	-8	-0.1	-8	0
CCOc1ccc(NS(=O)(=O)c2ccc(C)c(C(=O)NCCCn3ccnc3)c2)cc1	12	-0.3	-2	-4	2	-21	0.1	-7	-3
Cc1ccccc1N1CC(C(=O)N2CC(C)OC(C)C2)CC1=O (stereo unspecified)	-26	0.8	-14	-2	2	2	0.8	-2	3
